TNAP inh no acc: human TNAP enzyme inhibitors, primary screen, biochemical, luminescent, no phosphate acceptor, uHTS; Alkaline phosphatase, tissue-nonspecific isozyme (Homo sapiens), P05186; purified TNAP, CDP-star luminescence, 30 min; inhibition, % at 20 µM; actives 0.26% (n = 200,000); AID 1012, 2008;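 active means tissue-nonspecific alkaline phosphatase inhibition above about 50% at 20 µM in the single-dose screen, limit read from the data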;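 further: 0% = DMSO negative control and 100% = EDTA positive control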
Target sequence (P05186 whole entry, looked up): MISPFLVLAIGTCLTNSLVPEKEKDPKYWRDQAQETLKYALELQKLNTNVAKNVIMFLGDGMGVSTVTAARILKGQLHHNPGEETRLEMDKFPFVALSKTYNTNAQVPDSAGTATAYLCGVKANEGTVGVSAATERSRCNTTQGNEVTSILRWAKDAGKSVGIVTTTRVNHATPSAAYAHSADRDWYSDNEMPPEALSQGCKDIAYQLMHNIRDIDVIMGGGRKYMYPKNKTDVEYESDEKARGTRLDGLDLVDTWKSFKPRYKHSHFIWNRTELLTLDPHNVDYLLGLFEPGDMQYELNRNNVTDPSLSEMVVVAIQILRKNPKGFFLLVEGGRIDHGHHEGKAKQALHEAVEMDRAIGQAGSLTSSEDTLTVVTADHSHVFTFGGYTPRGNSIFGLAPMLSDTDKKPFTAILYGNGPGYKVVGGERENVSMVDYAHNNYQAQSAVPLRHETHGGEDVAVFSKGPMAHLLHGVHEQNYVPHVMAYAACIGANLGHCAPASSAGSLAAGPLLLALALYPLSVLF
Diaph act CS: compounds boosting diaphorase resazurin reduction – biochemical, uHTS, resorufin fluorescence, counter-screen for diaphorase-coupled primary assays, primary screen | AID 1229, 2008 | actives 0.005% (n = 190,000) | Diaphorase/resazurin coupled assay, 16 min; active compounds read high; 1 = vehicle wells, 0 = NADH-free wells | activation factor at 20 µM;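 active means diaphorase activity raised at least twofold by the compound at 20 µM; inactive means activation factor below 2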
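Assay system: Purified diaphorase enzyme from Clostridium kluyveri | Amount: Enzyme 0.07 U/mL final | Dosing: Compound 20 µM once, DMSO 1% | Timing: 16 min reaction at room temperature | Detection: Fluorescence, excitation 544 nm and emission 590 nm | Evaluation: Higher resorufin formation from activation or reduction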
bIAP inhibitor: bovine intestinal alkaline phosphatase inhibitors, primary screen, selectivity assay for TNAP inhibitor project, biochemical, bovine IAP, CDP-star luminescence. inhibition, % at 20 µM. AID 1019, 2008. alkaline phosphatase, intestinal [Bos taurus]. 190,000 tested, under 10 active. purified bovine IAP, 30 min;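 active means over 50% inhibition of intestinal alkaline phosphatase at 20 µM in the single-dose screen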
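test system = bovine IAP enzyme | medium = DEA buffer 100 mM, pH 9.8, with MgCl2 1.0 mM, ZnCl2 0.02 mM | detection = luminescence | dosing = single compound dose of 20 µM, 2% DMSO final | incubation = 30 min reaction at room temperature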
Diaph inh CS: diaphorase inhibitors and chemical oxidizers, primary screen, counter-screen for diaphorase-coupled primary assays, biochemical, uHTS, resorufin fluorescence. diaphorase resazurin-to-resorufin fluorescence, NADH, 16 min; bacterial (C. kluyveri) enzyme, not human. inhibition, % at 20 µM. actives 0.69% (n = 190,000). AID 1217, 2008;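 active means primary screen inhibition at 20 µM above a set limit, cut at about 50% in these data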;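 further: plate controls were DMSO with full reaction for no effect and wells lacking NADH for full effect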
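material = Clostridium kluyveri diaphorase enzyme | amount = 0.14 U/mL diaphorase, enzyme working solution | schedule = incubation 16 min, room temperature | detection = fluorescence of resorufin formed from resazurin, Ex 544/Em 590 nm | benchmarks = positive control minus NADH, DMSO neutral control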
PMI act satM6P: human PMI activators, high substrate, primary screen, biochemical, fluorescence intensity, near-saturating mannose 6-phosphate; Mannose-6-phosphate isomerase (Homo sapiens), P34949; coupled PMI enzyme assay, resazurin fluorescence, 20 min; active compounds read high; 1 = untreated enzyme, 0 = substrate-free blank; activation factor at 20 µM; actives 0.34% (n = 190,000); AID 1216, 2008;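 active means activation factor of 2 or more at 20 µM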
Target sequence (P34949 whole entry, looked up): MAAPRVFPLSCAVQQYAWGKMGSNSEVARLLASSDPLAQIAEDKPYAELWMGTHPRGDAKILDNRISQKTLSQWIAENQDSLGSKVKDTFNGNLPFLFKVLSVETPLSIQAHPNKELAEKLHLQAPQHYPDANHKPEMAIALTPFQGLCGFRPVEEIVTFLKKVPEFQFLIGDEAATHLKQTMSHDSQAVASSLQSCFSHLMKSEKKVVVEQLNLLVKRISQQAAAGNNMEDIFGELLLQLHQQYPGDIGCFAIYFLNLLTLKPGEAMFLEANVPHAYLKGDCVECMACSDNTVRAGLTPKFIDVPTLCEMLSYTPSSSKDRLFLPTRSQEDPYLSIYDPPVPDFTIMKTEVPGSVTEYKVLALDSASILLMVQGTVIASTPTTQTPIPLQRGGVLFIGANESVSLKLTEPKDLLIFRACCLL
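Material: human phosphomannose isomerase with PGI, G6PDH, diaphorase coupling enzymes / Reagent: Man-6-P substrate 1.0 mM / Dosing: single compound dose of 20 µM, 1% DMSO final / Incubation: enzyme reaction with compound 20 min at room temperature / Signal: resorufin fluorescence (Ex 544/Em 590 nm) from resazurin via diaphorase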
bIAP act: bovine intestinal alkaline phosphatase activators, primary screen, biochemical, bovine IAP, CDP-star luminescence; actives 0.17% (n = 200,000); purified bovine IAP, 30 min; active compounds read high; fold of DMSO-control signal, blank-subtracted; activation factor at 20 µM; alkaline phosphatase, intestinal [Bos taurus];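 active means activation factor of 2 or more at 20 µM, a signal rise over negative controls twice the positive control's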
TNAP act hi DEA: TNAP activators at high phosphate acceptor level, primary screen, biochemical, luminescence, uHTS | Alkaline phosphatase, tissue-nonspecific isozyme (Homo sapiens), P05186 | purified TNAP, CDP-star luminescence, 1 M DEA, 30 min; active compounds read high; 0 = EDTA background, 1 = DMSO-only activity | activation factor at 20 µM | 200,000 tested, under 10 active | AID 1136, 2008;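 active means activation factor at least 2 at 20 µM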
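Assay system: human TNAP; Input: enzyme diluted 1/800 final; Reagent: CDP-star luminogenic substrate at 100 µM final; Timing: 30 min, room temperature; Signal: luminescence; Evaluation: TNAP activation factor scaled between EDTA and DMSO control wells.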
PMI activator: activators of human PMI, primary screen, biochemical, fluorescence intensity, near-Km mannose 6-phosphate; purified human PMI, coupled resazurin fluorescence, 20 min; active compounds read high; 1 = vehicle control, 0 substrate-free wells; activation factor at 20 µM; actives 0.005% (n = 190,000);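 active means activation factor of 2 or more at 20 µM, relative to plate controls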
TNAP inh hi DEA: human TNAP enzyme inhibitors, primary screen, biochemical, luminescent, high phosphate acceptor level, uHTS | Alkaline phosphatase, tissue-nonspecific isozyme (Homo sapiens), P05186 | inhibition, % at 20 µM | actives 0.03% (n = 200,000) | purified TNAP, CDP-star luminescence, 1 M DEA;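 active means over 50% inhibition of tissue-nonspecific alkaline phosphatase at 20 µM in the single-dose screen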;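 further: plate controls were DMSO wells for no effect and EDTA-quenched wells as full inhibition for full effect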
Lmaj promast: Leishmania major promastigote growth inhibition, primary screen; Leishmania major promastigotes, resazurin fluorescence viability; inhibition, % at 10 µM; actives 9% (n = 200,000); AID 1063, 2008; in the data active means inhibition above about 50%;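 further: promastigotes grown with compound for 44 hours at 28 °C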
* marks the source's active call; other numbers are inactive results.

compound,PMI activator,bIAP inhibitor,Lmaj promast,Diaph act CS,TNAP act hi DEA,PMI act satM6P,Diaph inh CS,TNAP inh no acc,bIAP act,TNAP inh hi DEA
NC(=O)c1sc2nccc(Nc3ccccc3)c2c1N,1.2,20,-11,0.8,1,1.8,23,-3,0.8,-4
CC(C)NC1CS(=O)(=O)CC1O (centres undefined),1.1,5,2,1,1,1.1,4,-20,0.9,-3
Cc1cc(Cl)ccc1NC(=S)N1CCN(C(=O)C2CCCO2)CC1 (centres undefined),0.9,-26,-3,0.9,1,1,10,-14,1.3,-3
COC(=O)C(C)(C)ONC(=O)Nc1ccc([N+](=O)[O-])cc1,1.2,-3,-2,1.1,1,1.1,-6,-2,1,-4
COc1ccc2c(c1)NC(C)(C)C=C2C,0.8,-1,-5,0.6,1,0.6,44,-2,1,-2
Cc1noc(C)c1C(=O)OCC(=O)c1c(N)n(CC(C)C)c(=O)n(C)c1=O,1,7,11,0.9,1.1,1,7,-2,0.9,-9
CC1=C(C#N)CCC(=O)N1Cc1c(F)cccc1Cl,1,-13,8,1,1,1,2,-6,1.1,2
O=C(Nc1ccc(Cl)cc1)N1CCN(c2ccc3nnc(-c4ccc(F)cc4)n3n2)CC1,0.8,-6,19,0.7,1,0.8,29,0,1.1,0
CCOCCCNC(=O)C(NC(=O)c1ccc(NC(C)=O)cc1)c1ccccc1 (centres undefined),1,-5,7,0.9,1,1.1,6,-8,1,-1
COc1ccc(/C=N/NC(=O)c2ccc(Cl)cc2)cc1COC(C)=O,1,14,-8,0.9,1,1,11,-8,0.9,-5
Cc1cc(C(=O)CSc2n[nH]c(N)n2)c(C)n1-c1cccc(F)c1,0.9,-58,0,0.9,1,1,13,-9,1.6,-1
COc1ccc(-c2nnc(SCC(=O)N/N=C/c3ccccc3C(=O)O)n2-c2ccccc2)cc1,1,-24,-4,1,1,0.9,3,-2,1.2,-2
CSCCC(NC(=O)c1c(C)oc2c1CCCC2)C(=O)O (centres undefined),0.9,-3,2,0.8,1.1,1,20,-7,1,-5
CNC(=S)N1N=C(c2ccc(C)cc2)CC1c1ccc(OC)c(OC)c1 (centres undefined),0.7,1,14,0.8,1,0.8,24,-4,1,-3
O=C(CNc1ccc2ccccc2c1)N/N=C/c1ccc([N+](=O)[O-])o1,0.9,3,100*,0.8,1,0.5,22,30,1,4
C/C=C/C(=O)NCCc1ccc(OC)c(OC)c1,1,0,-13,1,1,1,3,-6,1,0
COc1ccc(C(=O)NCC(=O)NCC2(N(C)C)CCCCC2)cc1OC,1.1,8,-2,1,1.1,1.1,0,-4,0.9,-9
CC(=O)Nc1ccc(NC(=O)CN(c2ccc(C(C)C)cc2)S(=O)(=O)c2ccccc2)cc1,0.9,-11,1,1.1,1,0.9,-6,8,1.1,2
Cc1ccc(NC(=O)c2ccco2)c(NC(=O)Cc2cccs2)c1,1,10,-3,0.9,1,1,6,-7,0.9,3
Fc1ccc(NC(=S)NC2CCN(Cc3ccccc3)CC2)cc1,1,-2,89*,0.9,1.1,1.1,12,-9,1,-5

Single records (already shown). Order of values: PMI activator	bIAP inhibitor	Lmaj promast	Diaph act CS	TNAP act hi DEA	PMI act satM6P	Diaph inh CS	TNAP inh no acc	bIAP act	TNAP inh hi DEA
Cc1ccc(NC(=O)c2ccco2)c(NC(=O)Cc2cccs2)c1 as listed: 1	10	-3	0.9	1	1	6	-7	0.9	3
Fc1ccc(NC(=S)NC2CCN(Cc3ccccc3)CC2)cc1 as listed: 1	-2	89*	0.9	1.1	1.1	12	-9	1	-5

Carrying on.
compound,PMI activator,bIAP inhibitor,Lmaj promast,Diaph act CS,TNAP act hi DEA,PMI act satM6P,Diaph inh CS,TNAP inh no acc,bIAP act,TNAP inh hi DEA
Cc1ccc(C(=O)c2ccc(N3CCN(C)CC3)c([N+](=O)[O-])c2)cc1,1,2,12,0.9,1,1,13,-5,1,2
CCCCOc1ccc(C(=O)N/C(=C/C=C/c2ccccc2)C(=O)O)cc1,1,-4,-3,0.8,1,1,15,-3,1,-1
COCCNC(=O)CSc1nc2ccccc2c2nc(C)nn12,0.9,12,1,0.9,1,0.9,9,-1,0.9,3
Cc1cccc(N(CC(=O)Nc2ccccc2F)S(C)(=O)=O)c1,1,14,1,0.9,1,1,10,-1,0.9,-2
O=C(CSc1ccc2nnc(-c3cccnc3)n2n1)N1CCOCC1,1,-6,6,0.9,1,1,9,-10,1.1,-3
COc1ccc(OCc2nc(C#N)c(NCCCn3ccnc3)o2)cc1,1,-10,-4,1,1,1,0,-6,1.1,-3
C=CCn1c(SCc2nc3ccccc3c(=O)[nH]2)nc2ccccc2c1=O,1.1,0,16,0.9,1,1.1,6,1,1,2
Cc1nc2cc(NC(=O)N3CCN(c4ccccn4)CC3)ccc2o1,0.9,1,-1,0.9,1,1,8,-8,1,0
S=C(N/N=C/c1ccc(Cl)c(Cl)c1)Nc1ccccc1Cl,1.1,4,-5,1.2,1.1,1.1,-21,-4,1,-6
O=C(CN(Cc1ccccc1)S(=O)(=O)c1ccc(F)cc1)NCCC1=CCCCC1,0.9,10,2,0.8,1.1,0.9,24,-13,0.9,-7
Cc1ccc(OCCCC(=O)Nc2nccs2)cc1,0.9,7,0,0.9,1,0.9,12,-3,0.9,1
Cc1nc(CC(=O)Nc2nc(-c3ccccc3)cs2)cs1,1,1,14,0.8,1,0.9,18,5,1,0
Cc1ccc(CC(=O)NCCCn2ccnc2)cc1,1,-6,2,1,1,1,4,-6,1.1,0
O=C(N/N=C\c1ccc(Cl)cc1Cl)c1sccc1-n1cccc1,0.8,6,100*,0.7,1,0.8,26,-6,0.9,-3
CC(=O)Nc1ccc(S(=O)(=O)N2CCN(C(=O)N3CCOCC3)CC2)cc1,1,6,-11,1,1,1,3,1,0.9,-5
CC(C)CC1(C(=O)NCCN2CCOCC2)C=CCN1C(=O)c1ccccc1 (centres undefined),1.2,2,-5,1,1,1.1,1,-11,1,-5
COC(=O)Nc1ccc(OCc2ccccc2)cc1,0.8,15,-10,0.8,1,0.8,16,-7,0.8,-4
COc1ccc(Cn2c(=O)sc3ccccc32)cc1OC,1,4,-3,1,1,1,4,-10,1,-3
Cc1ccc(C)c2nc3sc(C(=O)N4CCCc5ccccc54)c(N)c3cc12,0.9,16,-2,0.8,1,0.9,18,14,0.8,-2
CC(=O)c1cccc(NC(=O)COC(=O)COc2ccccc2C)c1,1,-4,-3,0.9,1.1,1.1,6,-5,1,-5
O=C(NCc1ccc(Cl)cc1)c1ccc(N2CCCC2=O)cc1,1.1,-1,21,1,1,1.1,2,-15,1,-4
O=C1C2C(c3ccccc3)(C(=O)N1c1ccc(Cl)cc1)C2(c1ccccc1)c1ccccc1 (centres undefined),0.9,-3,28,0.9,1.1,0.9,12,-14,1,-5
S=c1[nH]nc(Cc2noc3ccccc23)n1-c1ccccc1,0.9,20,-6,0.8,1.1,1,20,-7,0.8,-9
Cc1ccc(/C=C/C(=O)Nc2nccs2)o1,1.1,10,-1,0.9,1,1,8,-14,0.9,3
COc1ccccc1OCC(=O)N/N=C1/SCC(=O)N1Cc1ccccc1,1,5,8,0.9,1.1,1,13,5,1,-7
COc1ccc(CCC(C)Nc2ccc(F)cc2)cc1 (centres undefined),1.1,6,-1,0.8,1,1,25,-6,0.9,2
Cc1c(NC(=O)c2ccc(S(=O)(=O)N(C)c3ccccc3)cc2)c(=O)n(-c2ccccc2)n1C,1,-3,-5,0.9,1,1,9,-4,1,1
O=C(NC(=S)Nc1ccccc1)c1ccc(Br)o1,1,10,-4,0.9,1,1,12,-3,0.9,-2
Cc1cc(N2CCN(c3cccc(C(F)(F)F)c3)CC2)n2ncnc2n1,0.9,10,-3,0.9,1,1,8,-11,0.9,-5
C=CCc1cccc2cc(C(=O)N(C)C)c(=O)oc12,1,0,-4,0.9,1.1,1,7,-3,1,-8

A second format for 2 compounds above:
Results follow in this order: PMI activator	bIAP inhibitor	Lmaj promast	Diaph act CS	TNAP act hi DEA	PMI act satM6P	Diaph inh CS	TNAP inh no acc	bIAP act	TNAP inh hi DEA
> O=C(NCc1ccc(Cl)cc1)c1ccc(N2CCCC2=O)cc1
  1.1	-1	21	1	1	1.1	2	-15	1	-4
> O=C1C2C(c3ccccc3)(C(=O)N1c1ccc(Cl)cc1)C2(c1ccccc1)c1ccccc1 (centres undefined)
  0.9	-3	28	0.9	1.1	0.9	12	-14	1	-5

Continuation.
compound,PMI activator,bIAP inhibitor,Lmaj promast,Diaph act CS,TNAP act hi DEA,PMI act satM6P,Diaph inh CS,TNAP inh no acc,bIAP act,TNAP inh hi DEA
Cc1ccc(NC(=O)Cn2c(CCC(=O)O)ccc2-c2cccs2)cc1Cl,1,1,-7,0.9,1,1,11,12,1,1
O=C(CSCCc1ccccn1)Nc1ccccn1,1.1,4,2,1,1.1,1.2,-1,-12,1,-5
Cc1nonc1C(=O)N/N=C/c1cc2c(cc1Br)OCO2,0.8,3,-5,0.9,1,0.9,9,-4,1,1
NC(=O)Cn1c(=O)oc2ccccc21,0.9,9,-2,0.8,1,0.9,20,-7,0.9,-3
CCn1cc(C(=O)N2CCN(c3ccc(OC)cc3)CC2)c(=O)c2cc(S(=O)(=O)N3CCCCC3)ccc21,1,-18,2,0.9,1,0.9,8,-3,1.2,-1
C/C(CC1(O)/C(=N/O)CCc2nonc21)=N\O (centres undefined),1,6,-4,0.9,1.1,1,8,-17,0.9,-6
N=c1sccn1CC(=O)Nc1cccc(S(=O)(=O)N2CCCCCC2)c1,1.2,22,19,1,1.1,1.1,-3,-9,0.8,-5
COc1ccc(/C=N/Nc2ccccn2)c(OC)c1OC,0.9,-10,9,0.9,1.1,1,8,-14,1.1,-7
COc1cc(/C=N\NC(=O)OC(C)(C)C)ccc1OC(=O)c1ccco1,0.8,-13,7,0.9,1,0.9,12,-8,1.1,4

Screening data as filed in PubChem BioAssay.
